TrxR1 inh: blocks rat thioredoxin reductase 1; Potency, µM (doses to about 114 µM), for inactives: at the top dose activity change, negative = inhibition, actives largely listed as inhibitors; O89049; recombinant rTrxR1, NADPH fluorescence consumption, selenite substrate; hit rate 1% among 390,000; AID 588453; further: potency means the concentration at half of the fitted maximal effect; on the % scale 0 is the no-effect control and ±100 the full control effect; nearly all actives have a fitted effect of over 65% in size
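Rat TrxR1 (90 nM in the dispensed reagent) was pre-reduced with 400 uM NADPH for 5 min at room temperature, then incubated with compound for 15 min. After 400 uM selenite was added, NADPH fluorescence (Ex 340/Em 450 nm) was followed for 8 min.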
PI4K2A inh: blocks human PI4K2A kinase activity. Q9BTU6. purified PI4K2A, ADP-Glo luminescence, 1 h; stronger effect = lower value. activity change, negative = inhibition, % at 76.9 µM. hit rate 0.13% among 420,000; in the data active means activity change below about -50%; inconclusive means mostly about -30% to -49%;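 further: -100% = wells without enzyme as full effect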
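ADP-Glo luminescence measured ADP generated by PI4K2A enzyme (4 ug/mL before mixing) with 1.2 mM PI substrate (pre-mix) and 300 microM ATP (pre-mix). Tris pH7.5 buffer with MgCl2, Triton X-100; 1 h reaction at ambient temperature.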
D2 ag: D2 dopamine receptor (human) agonism; P14416; HEK293 T-REx D2 cells, calcium flux agonist mode; activation, % at 2 µM; hit rate 0.53% among 340,000; AID 485358;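 active means activation over 3 SD above normal in the single-dose calcium agonist read, cut at about 30% in these data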; further: 0% is about no effect
Target sequence (P14416 whole entry, looked up): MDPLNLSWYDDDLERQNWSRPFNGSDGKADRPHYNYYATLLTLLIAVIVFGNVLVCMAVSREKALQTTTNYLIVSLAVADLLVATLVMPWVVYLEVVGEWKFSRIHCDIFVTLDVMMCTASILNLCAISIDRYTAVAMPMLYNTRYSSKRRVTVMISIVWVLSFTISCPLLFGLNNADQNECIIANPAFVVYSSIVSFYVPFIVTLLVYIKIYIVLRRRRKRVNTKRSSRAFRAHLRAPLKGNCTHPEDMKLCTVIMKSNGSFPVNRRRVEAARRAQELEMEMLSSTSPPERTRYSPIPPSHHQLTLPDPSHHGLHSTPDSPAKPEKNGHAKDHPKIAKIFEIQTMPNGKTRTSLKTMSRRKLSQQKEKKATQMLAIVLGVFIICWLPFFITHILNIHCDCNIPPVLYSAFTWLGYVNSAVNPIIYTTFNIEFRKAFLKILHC
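Tetracycline-induced HEK293 Trex cells with D2 receptor force-coupled to calcium signaling, plated overnight at 30 C and loaded with no-wash calcium dye. Calcium flux read kinetically for 180 s after compound addition; responses flag agonists.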
TrxR1 substrate: is turned over as a substrate by rat TrxR1. purified TrxR1 substrate turnover, NADPH consumption readout. O89049. AID 588456. hit rate 0.01% among 390,000. Potency, µM (doses to about 114 µM), for inactives: at the top dose activity change, negative = substrate turnover; further: potency means the concentration at half of the fitted maximal effect; on the % scale 0 is the no-effect control and ±100 the full control effect; nearly all actives have a fitted effect of over 50% in size
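Rat TrxR1, dispensed at 90 nM, was prereduced with 400 uM NADPH (final) for 5 min at ~22 deg C, then incubated with compound 15 min before 400 uM selenite. A first-read NADPH fluorescence drop versus no-compound background flagged substrates.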
D2 antag: antagonizes the human D2 dopamine receptor | AID 485344 | hit rate 2% among 340,000 | P14416 | inhibition, % at 10 µM | HEK293 TREx D2 cells, calcium flux, dopamine EC80; in the data active means inhibition above about 30%; further: 0% is about no effect
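Tetracycline-induced HEK293 T-REx cells expressing D2 force-coupled to calcium signalling were dye-loaded, exposed to compound for 180 s, then challenged with an EC80 of dopamine; calcium flux was followed kinetically for a further 180 s.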
TRHR PAM: allosterically enhances the human TRH receptor | AID 493056 | P34981 | enhancement, % at 2 µM | TRHR cells, fluo-8 calcium fluorescence, EC20 TRH enhancement | hit rate 0.66% among 360,000; in the data active means enhancement above about 30%; further: 0% is about no effect
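TRHR-expressing cells loaded with fluo-8 calcium dye were read kinetically (ex 480/em 530) during compound addition, then stimulated with an EC20 of TRH (10 nM final). Enhancement of the Gq-mediated intracellular calcium response was scored.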
TRHR ag: activates the human TRH receptor; P34981; TRHR cells, calcium flux fluo-8, FDSS agonist mode; activation, % at 2 µM; hit rate 0.18% among 360,000; in the data active means activation above about 30%; further: 0% is about no effect
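TRHR-expressing cells, plated overnight in medium with 10% serum, were loaded with fluo-8 calcium dye at room temperature. After a 10 s baseline, library compound was pin-added and calcium release was recorded kinetically (ex 480/em 530) as agonist response.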
USP1 inh: USP1/UAF1 (human) deubiquitinase inhibition | O94782 | recombinant USP1/UAF1, Ub-Rhodamine cleavage fluorescence | Potency, µM (titrated, usually from 57.1 µM), for the others: at the top dose activity change, negative = inhibition, actives largely listed as inhibitors | hit rate 0.23% among 390,000 | AID 743255; further: potency means the concentration at half of the fitted maximal effect; on the % scale 0 is the no-effect control and ±100 the full control effect; nearly all actives have a fitted effect of over 60% in size; inactives centre near -12
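In this screen, compounds sit with the deubiquitinase complex (1nM) for 15 min at room temperature before Ub-Rho is added at 150nM final. Fluorescence rise is then followed for 6 reads every 60 seconds.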
mIDH1 inhibitor: inhibitors of human mutant IDH1 R132H | O75874 | IDH1-R132H enzyme, NADPH consumption, diaphorase/resazurin fluorescence | Potency, µM (highest dose often 76.6 µM), for inactives: at the highest dose activity change, negative = inhibition, most hits filed as inhibitors | hit rate 0.093% among 390,000 | AID 602179; further: potency means the concentration at half of the fitted maximal effect; on the % scale 0 is the no-effect control and ±100 the full control effect; nearly all actives have a fitted effect of over 65% in size
Target sequence (O75874 whole entry R132H, stated change not applied): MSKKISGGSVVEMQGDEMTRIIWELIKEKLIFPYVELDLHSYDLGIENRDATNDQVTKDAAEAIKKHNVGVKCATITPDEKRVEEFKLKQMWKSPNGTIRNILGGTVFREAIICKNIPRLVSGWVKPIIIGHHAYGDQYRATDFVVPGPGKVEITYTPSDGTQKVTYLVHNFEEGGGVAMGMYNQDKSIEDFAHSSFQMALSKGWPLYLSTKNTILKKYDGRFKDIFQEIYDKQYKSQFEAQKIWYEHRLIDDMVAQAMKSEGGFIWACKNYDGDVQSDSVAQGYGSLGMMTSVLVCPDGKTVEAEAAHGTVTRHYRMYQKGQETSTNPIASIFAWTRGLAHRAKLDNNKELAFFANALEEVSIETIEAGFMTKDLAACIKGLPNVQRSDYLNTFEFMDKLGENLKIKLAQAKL
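IDH1-R132H (0.5 ug/mL dispensed) in pH 7.5 Tris buffer was preincubated 30 min with compound, then given a substrate mix of 0.016 mM NADPH and 2 mM alpha-KG for 80 min at room temperature; remaining NADPH was read by diaphorase/resazurin fluorescence.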
Numbers without * were called inactive; u = inconclusive; x = no result given; [ ] = remark or other dose. Unless noted, the call rests on the fitted dose curve; in most records, active means well fitted inhibition curve with a large enough effect; inconclusive means small, poorly fitted or top-dose-only effect; inactive means no such curve, though single readings can be large or run the other way.

SMILES	TrxR1 inh	PI4K2A inh	D2 ag	TrxR1 substrate	D2 antag	TRHR PAM	TRHR ag	USP1 inh	mIDH1 inhibitor
COc1ccc(OC)c(CNC(=O)c2ccccc2NC(=O)c2nsc3ccccc23)c1	12%[57.1 µM]	-1	1.1	7%[57.1 µM]	x	-3	1.0	-10%	-14%
O=C(NCCCNC(=O)c1cccs1)c1cccs1	-13%	-16	-0.9	13%[57.1 µM]	1	-4	-0.8	-13%	5%
COc1cc2c(cc1NC(=O)CN(C)Cc1cccc(OC)c1OC)oc1ccccc12	28%	-5	-0.6	18%	3	16	-0.6	-12%	-2%
Cc1cc(Cl)ccc1Oc1ncc(-c2ccc(Cl)cc2)cn1	18%	-5	-0.1	1%	-9	-3	0.2	2%	-1%
CC(C)(C)OC(=O)NNC(=O)Nc1ccccc1C(F)(F)F	17%[57.1 µM]	2	1.2	7%[57.1 µM]	-7	6	-2.0	-18%	0%
CC(=O)c1cccc(NC(=O)C2=CN3CCS(=O)(=O)N=C3C=C2)c1	10%	-1	1.1	14%	4	3	1.7	-18%	-5%
CC(C)(C)c1ccc(-c2conc2N)cc1	0%	1	0.2	-2%	-4	5	0.3	-10%	3%
N#C/C(=C(/O)c1cccs1)c1nc2ccccc2[nH]1	23%	-1	-0.4	31%[activator]	14	3	1.7	-10%	-4%
C/C(=C\c1ccccc1)C(=O)NCc1ccco1	19%	0	-1.0	7%	0	-5	-0.5	-20%	1%
CCOc1ccc(NC(=S)N2CCCC2)cc1	14%	0	0.5	5%	-6	-3	0.0	-21%	11%
COc1ccc(CCNC(=O)COC(=O)c2ccc(S(=O)(=O)N3CCCC3)cc2)cc1OC	34%[57.1 µM]	1	x	13%[57.1 µM]	x	x	x	-27%	-1%
CCCCN1C(=N)N([C@@H](CCC)CN2CCC[C@H]2CN2C(N)=NC[C@@H]2Cc2ccccc2)C[C@H]1[C@H](C)CC	u	-2	x	-1%	x	x	x	-12%	-2%
c1ccc2[nH]c(SCC3CCCCO3)nc2c1 (stereo unspecified)	33%[57.1 µM]	0	0.0	5%[57.1 µM]	0	2	-1.2	8%	3%
COc1cc(-n2c(=O)c3ccccc3n(Cc3ccccc3)c2=O)cc(OC)c1OC	-1%[57.1 µM]	-2	0.2	8%[57.1 µM]	2	-2	0.1	-20%	-5%
O=C(O)/C=C/c1coc2ccc(F)cc2c1=O	-16%	-7	-0.4	-5%	-8	-11	-1.1	-21%	-2%
O=C(CCN1CCN(C(c2ccccc2)c2ccccc2)CC1)N/N=C/c1ccc(O)cc1	9%	4	-2.8	0%	-11	6	-0.6	-17%	-9%
CC(=O)c1cc(-c2ccccc2)n(CC(=O)NCc2ccccc2C)c1C	21%	0	-0.1	1%	x	-3	0.0	-16%	10%
Cc1ccccc1-c1nnc(-c2ccc(Br)cc2)o1	11%[57.1 µM]	-1	0.3	14%[57.1 µM]	-1	-4	0.8	-18%	13%
CC(=O)Nc1ccc(NC(=O)C/C(C)=N/NC(N)=S)cc1	-10%	1	0.1	-1%	2	1	1.9	-18%	1%
CN(C)S(=O)(=O)Oc1ccsc1C(=O)Nc1ccccc1Cl	-1%	4	-0.2	-7%	10	-11	1.4	-17%	5%
COc1ccccc1NCC(O)Cn1c2ccccc2c2ccccc21 (stereo unspecified)	-22%	-2	x	-12%	x	-7	0.2	-14%	0%
Cn1c(SCC(=O)Nc2ccc(F)cc2)nnc1-c1cccnc1	0%	-10	-2.0	-2%	-5	1	0.4	-24%	-1%
O=C(CSCC(=O)OCC(=O)c1ccc(Br)cc1)Nc1ccc(Br)cc1	9%	2	1.5	2%	16	2	1.5	-13%	3%
O=C(CSc1nncn1-c1ccccc1)Nc1cccc(S(=O)(=O)N2CCCCC2)c1	x	x	1.4	x	3	8	0.2	x	x
COc1ccc(C2C(C(C)=O)=C(O)C(=O)N2Cc2ccccc2)c(OC)c1 (stereo unspecified)	7%	2	-0.8	-3%	-10	-3	0.1	-18%	-7%

Laid out differently: 3 of the compounds above
Below each SMILES – TrxR1 inh, PI4K2A inh, D2 ag, TrxR1 substrate, D2 antag, TRHR PAM, TRHR ag, USP1 inh, mIDH1 inhibitor
> Cc1cc(Cl)ccc1Oc1ncc(-c2ccc(Cl)cc2)cn1
    18%, -5, -0.1, 1%, -9, -3, 0.2, 2%, -1%
> CC(C)(C)OC(=O)NNC(=O)Nc1ccccc1C(F)(F)F
    17%[57.1 µM], 2, 1.2, 7%[57.1 µM], -7, 6, -2.0, -18%, 0%
> CC(=O)c1cccc(NC(=O)C2=CN3CCS(=O)(=O)N=C3C=C2)c1
    10%, -1, 1.1, 14%, 4, 3, 1.7, -18%, -5%

New compounds follow:
SMILES	TrxR1 inh	PI4K2A inh	D2 ag	TrxR1 substrate	D2 antag	TRHR PAM	TRHR ag	USP1 inh	mIDH1 inhibitor
COC(=O)c1cn(-c2ccccc2)nc1-c1ccc(OC)c(OC)c1	15%	1	-0.5	4%	0	2	-0.9	-23%	-1%
O=C(C[C@@H]1C/C=C\C[C@H](NC(=O)OCC2c3ccccc3-c3ccccc32)C(=O)OC[C@H]2CCCN2C1=O)N[C@H](CO)Cc1ccccc1	1%	-1	x	2%	x	x	x	-29%	-2%
COc1ccc2cc(N=Cc3nc(-c4ccc(C)cc4)oc3O)cnc2c1	16%[57.1 µM]	-1	0.1	6%[57.1 µM]	10	17	0.2	-1%	3%
COc1ccc(CNc2nc3nc(C)c(Cl)c(=O)n3[nH]2)cc1OC	-6%	3	0.4	-5%	5	6	0.6	-19%	22%
Cc1cccc(OC(=O)c2cc(-c3ccc(C)c(C)c3)on2)c1	17%	3	1.5	3%	x	1	2.1	-18%	-6%
CC(C)NC(=O)COc1coc(CN2CCN(c3ccccc3F)CC2)cc1=O	21%	4	1.4	3%	7	-3	0.6	-29%	-8%
CC1CCN(c2c(NCc3ccc(C(=O)N(C)C4CCCCC4)cc3)c(=O)c2=O)CC1	6%	5	-0.9	-6%	20	14	-1.2	-8%	0%
Cc1ccc2cccc(OCC(=O)NCCC3=CCCCC3)c2n1	1%	-1	x	1%	x	x	x	-2%	3%
O=C(Nc1c2c(nn1-c1ccc([N+](=O)[O-])cc1)CS(=O)(=O)C2)c1ccco1	-19%	10	-0.1	-9%	10	8	1.2	-18%	-6%
COc1ccc(-c2nnc(SC(C)C(=O)Nc3ccc4c(c3)OCCO4)o2)cc1 (stereo unspecified)	26%	7	0.2	9%	22	-9	0.1	-12%	-5%
O=C(N/N=C/c1cn(CC(=O)N2CCOCC2)c2ccccc12)c1cccnc1	-16%	-2	-0.4	-16%	-13	-4	-0.3	-3%	0%
O=C(O)c1cccc(COc2ccc(CO)cc2Cl)c1	19%	-7	0.6	5%	-35	2	-0.3	-1%	17%
O=C(NCc1ccccc1)c1cnc(-c2ccccn2)nc1C(F)(F)F	11%	-1	0.2	2%	-21	-1	-0.1	1%	3%
Cc1ccc(S(=O)(=O)N2CCn3cccc3C2C)cc1 (stereo unspecified)	-27%	-1	-1.5	2%	-8	6	0.6	-1%	6%
c1ccc(OCc2nnc(-c3ccccc3)o2)cc1	30%[57.1 µM]	-2	-1.6	-13%[57.1 µM]	-1	-5	-0.3	-27%	9%
Cc1cc(C(=O)COC(=O)Cc2ccc(Br)cc2)c(C)n1C	-3%	3	-0.3	-5%	-1	-5	-1.3	-8%	0%
CCOc1cc(NC(=O)c2ccccc2[N+](=O)[O-])c(OCC)cc1NC(=O)CC(C)C	8%[57.1 µM]	-1	0.1	8%[57.1 µM]	2	19	0.4	-14%	2%
C=CCn1c(SCCN2C(=O)c3ccccc3C2=O)nc2scc(-c3ccc(F)cc3)c2c1=O	12%	1	x	19%	x	x	x	-8%	-2%
Cc1cc(C(=O)NCc2cccs2)c(C)o1	u	5	0.0	7%	2	2	-0.5	-6%	9%
N/C(CC1CC1(Cl)Cl)=N\OC(=O)c1ccccc1 (stereo unspecified)	10%[57.1 µM]	2	-1.8	-5%[57.1 µM]	0	-6	-1.5	-10%	4%
O=C(CN1CCCN(Cc2ccc(F)cc2)S1(=O)=O)Nc1ccc2c(c1)OCCO2	-4%[57.1 µM]	5	-2.8	-6%[57.1 µM]	x	-3	-0.5	-28%	15%
O=S(=O)(c1ccc(F)cc1)N1CCN(Cc2ccccn2)CC1	15%	0	1.0	-3%	6	-5	0.8	-3%	-6%
O=c1cnn(-c2ccc(Cl)cc2Cl)c(-c2ccccc2)c1	-12%	2	-1.1	-11%	6	-1	-0.8	-12%	-3%
CCc1nc(NCc2ccccc2)c(C#N)c2c1CCCC2	9%	9	0.4	7%	16	-7	1.1	-18%	-17%
CC(Sc1nnc(-c2ccncc2)n1C)C(=O)Nc1nccs1 (stereo unspecified)	11%	0	0.8	0%	1	-10	0.4	4%	-6%

Additional records follow.
SMILES	TrxR1 inh	PI4K2A inh	D2 ag	TrxR1 substrate	D2 antag	TRHR PAM	TRHR ag	USP1 inh	mIDH1 inhibitor
O=C1CCCC(=O)C1=Cc1c[nH]c2ccccc12	24%[57.1 µM]	3	-0.8	17%[57.1 µM]	14	-5	-0.2	0%	2%
COC(=O)/C(C#N)=C/c1c(N2CCN(C)CC2)nc2ccccn2c1=O	4%[57.1 µM]	2	0.8	-11%	-7	-2	0.6	-2%	6%
O=C(O)COCC(=O)NCc1csc2ccccc12	14%[57.1 µM]	-9	1.1	6%[57.1 µM]	-4	-1	0.2	-8%	3%
COC(=O)CN(c1ccc(C(C)C)cc1)S(=O)(=O)c1c(C)[nH]c(=O)[nH]c1=O	8%	6	-0.4	1%	3	1	0.4	-25%	4%
Cc1nc(NC(=O)COC(=O)CCc2ccccc2)c(Cl)cc1Cl	-4%	3	x	-2%	x	x	x	-7%	-5%
COc1cc(C)ccc1OCCOc1ccccc1Cl	5%[57.1 µM]	-2	-0.6	-2%[57.1 µM]	2	2	-0.3	-11%	3%
CCCn1c(=O)c(C(=O)NCCc2ccccc2)c(O)c2ccccc21	32%	-7	1.1	8%	5	-3	0.9	u	1%
O=C(N/N=C\c1c(O)ccc2ccccc12)c1ccc(O)cc1	33%[activator]	3	2.7	7%	-11	-4	5.5	-14%	16%

Source: PubChem BioAssay (National Center for Advancing Translational Sciences (NCATS))
